M18AAP inhibitor: PfM18AAP enzyme inhibition; 290,000 compounds, 1.2% hits; recombinant PfM18AAP, H-Glu-NHMec fluorogenic cleavage; AID 1822; inhibition, % at 7.35 µM;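 active means inhibition above the campaign mean inhibition over all tested compounds plus 3 SD, cut at about 28% in these data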;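 further: 0% = plate median of test compound wells and 100% = 2 mM ZnCl2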
OXTR potentiator: potentiates the human oxytocin receptor response; 320,000 compounds, 0.061% hits; P30559; CHO-OTR cells, Fluo-8 calcium fluorescence, potentiator mode; 0% = oxytocin EC15, 100% = EC100; activation, % at 3 µM;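 active means activation above that plate's cutoff, the mean activation of tested compounds plus 3 SD, cut at about 6.6% in these data, passing the limit was not always enough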;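 further: 100% uses oxytocin at 75 nM as the full agonist control; some results filed as inactive read as strong as hits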
Target sequence (P30559 whole entry, looked up): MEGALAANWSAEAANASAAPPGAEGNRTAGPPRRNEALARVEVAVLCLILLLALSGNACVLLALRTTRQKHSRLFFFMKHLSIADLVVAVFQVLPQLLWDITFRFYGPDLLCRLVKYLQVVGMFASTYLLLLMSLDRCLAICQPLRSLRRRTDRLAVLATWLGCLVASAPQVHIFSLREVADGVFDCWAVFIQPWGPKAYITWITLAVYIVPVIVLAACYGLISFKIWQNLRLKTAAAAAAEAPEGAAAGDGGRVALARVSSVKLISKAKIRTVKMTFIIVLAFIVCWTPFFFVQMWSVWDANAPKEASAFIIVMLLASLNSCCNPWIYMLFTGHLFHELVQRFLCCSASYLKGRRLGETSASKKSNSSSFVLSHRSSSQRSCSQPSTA
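Material: human OTR in CHO cells. Compound: 3.0 µM, one dose. Timing: compound 6 min at room temperature before oxytocin, 100 s read. Evaluation: % activation of max/min ratio relative to oxytocin controls. Replication: single well per compound, singlicate. Signal: Fluo-8 calcium dye fluorescence.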
OXTR agonist: agonists of human oxytocin receptor; P30559; CHO-OTR cells, Fluo-8 calcium fluorescence; normalized: DMSO 0%, oxytocin 100%; activation, % at 3 µM; 320,000 compounds, 0.32% hits; AID 2435;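 active means activation above the mean of all tested compounds plus 3 SD, cutoff set per screening run, cut at about 20% in these data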;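 further: peak over basal fluorescence ratio from a 100 s FLIPR kinetic read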
GalR3 antagonist: human GalR3 antagonism; HEK293 GalR3-CNG cAMP membrane potential fluorescence; galR3 body fused to GalR1 C-terminus; inhibition, % at 3 µM; 360,000 compounds, 0.44% hits; AID 651719;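 active means inhibition above the screen-wide average plus 3 SD, cut at about 13% in these data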;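 further: forskolin and galanin both at EC90 stimulate the cells; cAMP rise reported by CNG channel membrane potential dye signal; 0% = forskolin plus galanin with DMSO and 100% = forskolin alone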
Target sequence (O60755 1-299 limits assumed): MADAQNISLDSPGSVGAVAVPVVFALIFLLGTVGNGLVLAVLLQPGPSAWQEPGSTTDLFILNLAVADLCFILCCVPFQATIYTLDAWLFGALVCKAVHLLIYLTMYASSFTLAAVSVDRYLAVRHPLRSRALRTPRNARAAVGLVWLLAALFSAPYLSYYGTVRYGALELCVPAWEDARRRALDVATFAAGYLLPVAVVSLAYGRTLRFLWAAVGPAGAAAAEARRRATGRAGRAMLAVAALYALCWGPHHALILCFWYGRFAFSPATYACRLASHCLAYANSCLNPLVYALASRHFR
MEKK2mut PB1 HTS: signal of MEK5 binding to mutant human MEKK2 PB1 domain. AID 1530. bead flow cytometry, Alexa488-MEK5 binding to MEKK2 mutant. 290,000 compounds, 0.35% hits. percent response, % at 10 µM; in the data active means percent response above about 24%, passing the limit was not always enough; further: inactives centre near 1; some results filed as inactive read as strong as hits
GPR7 antag: blocks human GPR7 receptor signaling; P48145; GPR7-expressing cells, fluorescence antagonist assay; inhibition, % at 4.4 µM; 290,000 compounds, 1.1% hits; AID 1861; in the data active means inhibition above about 16%, passing the limit was not always enough;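 further: cells stimulated with the agonist NPW; 0% = agonist with vehicle and 100% = vehicle without agonist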
Target sequence (P48145 whole entry, looked up): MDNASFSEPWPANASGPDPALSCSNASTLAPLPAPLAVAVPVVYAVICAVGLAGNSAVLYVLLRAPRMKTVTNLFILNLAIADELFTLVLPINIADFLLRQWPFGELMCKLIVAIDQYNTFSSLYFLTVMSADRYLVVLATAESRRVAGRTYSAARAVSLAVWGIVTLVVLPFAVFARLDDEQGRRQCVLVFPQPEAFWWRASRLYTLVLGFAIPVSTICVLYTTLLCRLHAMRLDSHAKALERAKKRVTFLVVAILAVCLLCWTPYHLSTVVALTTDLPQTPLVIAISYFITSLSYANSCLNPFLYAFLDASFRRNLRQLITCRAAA
V1R ag counter: counter-screen for oxytocin receptor agonists: human V1a receptor agonists. CHO-V1R cells, Fluo-8 calcium fluorescence, agonist mode; 0% DMSO, 100% 3 nM vasopressin. activation, % at 3 µM. 320,000 compounds, 0.25% hits. AID 2797;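 active means activation above the mean activation of all tested compounds plus 3 SD, per screening run, cut at about 20% in these data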;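 further: signal is peak over basal fluorescence ratio across a 100 second FLIPR read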
NALP1 inh: inhibitors of NALP1 inflammasome in yeast. S. cerevisiae NALP1/ASC/caspase-1 growth, X-gal OD620, 72 h. inhibition, % at 10 µM. 280,000 compounds, 0.61% hits. AID 2071; in the data active means inhibition mostly above about 24%, no sharp cut-off; inactive means mostly below about 32%; further: some compounds called inactive have numbers as strong as hits
MEKK2wt PB1 HTS: raises or lowers MEK5 binding to wildtype human MEKK2 PB1 domain. Q9Y2U5. bead flow cytometry, Alexa488-MEK5 binding to MEKK2 WT; actives lie on both sides. binding response (% of control), % at 10 µM. 290,000 compounds, 1.1% hits; in the data active means binding response below about 67% or above about 130%
Active calls of the source: *; nt = not tested or not shown; [ ] = remark or other dose.

item	SMILES	M18AAP inhibitor	OXTR potentiator	OXTR agonist	GalR3 antagonist	MEKK2mut PB1 HTS	GPR7 antag	V1R ag counter	NALP1 inh	MEKK2wt PB1 HTS
1	Cc1ccc(OCc2ccc(C(=O)Nc3c(C)nn(Cc4c(F)c(F)c(F)c(F)c4F)c3C)o2)c([N+](=O)[O-])c1	1	-12	4.6	0	4	-10	4.2	-6	109
2	CC(=O)c1cccc(S(=O)(=O)Nc2cc(C(F)(F)F)ccc2N2CCOCC2)c1	nt	-8	4.0	-6	nt	nt	2.5	nt	nt
3	COc1cccc(NC(=O)c2oc3ccccc3c2NC(=O)C(C)(C)C)c1	-5	-6	-2.1	-5	1	-34	-1.2	26	102
4	CC(C)C[C@H](NC(=O)c1[nH]cnc1C(=O)N[C@@H](C)C(=O)OCc1ccccc1)C(=O)OCc1ccccc1	nt	-4	3.0	-6	nt	nt	2.0	nt	nt
5	COc1ccc(-c2noc(C3CCCN(S(=O)(=O)c4cccc(Cl)c4)C3)n2)cc1OC (stereo not drawn)	0	-5	-1.0	nt	1	-3	0.2	4	100
6	Cc1c(C(=O)NNC(=S)NCc2ccc(Cl)cc2)oc2ccccc12	-4	-4	3.0	-4	7	-6	5.4	2	104
7	O=C(CCNC(=O)c1ccc(Cl)cc1)Nc1ccncc1	nt	-8	-0.2	-4	nt	nt	0.1	nt	nt
8	CSCCC(NC(=O)c1ccc(Cl)cc1)C(=O)NC(C)(C)C (stereo not drawn)	7	0	-2.4	-4	0	2	-1.4	14	100
9	CN(C)CCCNC(=O)C(=O)Nc1cc2c3c(c1)CCC(=O)N3CCC2	1	1	0.0	2	4	-9	0.5	21	100
10	CC(C)(C)c1ccc(-c2nc(N)nc(N)n2)cc1	-13	-2	-0.9	-3	-5	3	3.7	nt	92
11	COc1ccc(OC)c(N2C(=O)C(Cl)=C(N3CCOCC3)C2=O)c1	18	7	-0.3	-6	4	-7	-0.9	14	106
12	O=C(c1ccc2c(=O)n(Cc3ccc4c(c3)OCO4)c(=O)[nH]c2c1)N1CCN(c2ccccc2)CC1	-4	-6	0.2	3	4	-8	1.3	-6	106
13	C=CCN=C1SCC(=O)N1S(=O)(=O)c1ccc(C)cc1	-3	-7	2.0	-1	0	-10	1.9	18	98
14	C=CCn1c(NCCOC)nc2c1c(=O)n(C)c(=O)n2C	0	-10	1.4	-3	1	-11	2.4	1	108
15	NC(=O)c1c(NC(=O)COC(=O)CSc2nnc(-c3ccc(Cl)cc3)o2)sc2c1CCC2	14	-28	8.2	-2	5	7	8.4	14	118
16	Cc1cccc(NC(=S)NCc2ccco2)n1	38*	-6	-0.3	-5	-14	2	-1.1	-10	62
17	COc1ccc(/C=C(/NC(=O)c2cccs2)C(=O)N2CCOCC2)cc1OC	-2	-2	4.0	3	14	0	2.3	19	104
18	Cc1nc2cc(C)c(C)cc2s1	0	-7	0.2	-7	9	-16	0.8	-6	106
19	Cc1ccc(NC(=O)CN2CCOCC2)c(Br)c1	-1	0	-1.8	-10	3	-1	-0.6	2	106
20	Clc1cccc(-c2nc(NCc3cccnc3)c3ccccc3n2)c1	5	1	1.6	-6	5	2	1.3	-3	103
21	CC(=O)Nc1ccc(NC(=O)c2ccc(Cn3cc(Cl)cn3)cc2)cc1	3	-6	3.2	-1	7	1	1.1	2	109
22	Cc1cccc(N2CCN(C(=O)C3CCCN(S(=O)(=O)c4cnc[nH]4)C3)CC2C)c1 (stereo not drawn)	4	-9	0.3	-2	-5	-5	0.3	-78	99
23	CCc1ccc(Nc2nnc(SCC(=O)Nc3cccnc3Cl)s2)cc1	-1	-3	-2.3	-2	20	-4	0.9	29	96
24	Cn1c(SCC(=O)Nc2ccccc2)nnc1C(F)(F)F	0	-11	-0.1	1	-1	-4	-0.3	4	99
25	Cc1cc(C)c(S(=O)(=O)N2CCOC2CNC(=O)C(=O)NCc2ccco2)c(C)c1 (stereo not drawn)	4	-4	0.6	nt	6	-8	-0.6	25	100
26	Clc1nccnc1-c1ccccc1	-8	0	1.3	-2	-2	0	0.6	12	103
27	O=C(CCN1C(=O)c2ccccc2C1=O)C1=NN[C@@H]2C(=O)N(c3cccc(Cl)c3)C(=O)[C@H]12	12	-2	1.2	0	-1	-8	0.8	23	100
28	Cc1c(Cl)c(C(=O)Nc2nc3ccccc3n2CCN2CCCCC2)nn1C	3	-1	-0.4	nt	nt	-13	-0.1	20	nt
29	CC(=O)Nc1ccc(NC(=O)Oc2ccccc2)cc1	-1	-1	0.6	1	nt	-13	0.0	-1	nt
30	Cc1ccc(-c2csc(N)n2)s1	15	2	-0.4	-2	0	-20	-0.1	-15	100
31	CC(C)C(=O)Nc1ccc(Oc2ccc3c(c2)C(=O)NC3=O)cc1	5	-1	-0.9	-9	3	-7	0.7	16	110
32	O=C(CSCc1ccc(Cl)cc1Cl)Nc1ccc(O)cc1C(=O)O	4	-5	-0.8	-5	0	-8	-0.6	-8	98
33	COc1ccc(C2(C)CC(C)(C)Nc3ccccc32)cc1 (stereo not drawn)	-2	-6	-2.5	-8	5	-16	-1.2	18	100
34	COc1ccc(/C=C/C(=O)N2CCN(C)CC2)cc1S(=O)(=O)N1CCCCC1	6	-5	0.2	-6	-2	0	0.8	17	98
35	Cc1cc(N)n(-c2ccc(C)c(C)c2)n1	-7	8	-2.3	-3	2	-2	-1.1	0	100
36	O=C(NNC(=O)C1CCC1)c1cccc(Cl)c1	nt	-5	0.2	-6	nt	nt	-1.0	nt	nt
37	O=C(Cc1ccccc1)Nc1ccc(Cl)cn1	-16	-5	-0.7	-6	4	-5	0.1	nt	104
38	NC(=O)C1CCN(C(=O)c2ccc3c(c2)S(=O)(=O)c2ccccc2C3=O)CC1	-5	-11	0.5	-6	9	-14	-0.6	8	101
39	O=C(/C=C\c1ccccc1)Nc1nccs1	-4	-9	-1.7	-3	4	0	-0.4	13	96
40	CCC(=O)Oc1c(C(=O)CC)cc2c(C)cc(=O)oc2c1C	4	-4	-1.2	-6	2	-3	0.7	-3	107

Entries of single compounds, looked up by structure. Values in the order: M18AAP inhibitor	OXTR potentiator	OXTR agonist	GalR3 antagonist	MEKK2mut PB1 HTS	GPR7 antag	V1R ag counter	NALP1 inh	MEKK2wt PB1 HTS
Cn1c(SCC(=O)Nc2ccccc2)nnc1C(F)(F)F as listed: 0	-11	-0.1	1	-1	-4	-0.3	4	99
NC(=O)C1CCN(C(=O)c2ccc3c(c2)S(=O)(=O)c2ccccc2C3=O)CC1 as listed: -5	-11	0.5	-6	9	-14	-0.6	8	101

Part of the list above with just GalR3 antagonist and NALP1 inh.
entry	canonical_smiles	GalR3 antagonist	NALP1 inh
29	CC(=O)Nc1ccc(NC(=O)Oc2ccccc2)cc1	1	-1
27	O=C(CCN1C(=O)c2ccccc2C1=O)C1=NN[C@@H]2C(=O)N(c3cccc(Cl)c3)C(=O)[C@H]12	0	23
34	COc1ccc(/C=C/C(=O)N2CCN(C)CC2)cc1S(=O)(=O)N1CCCCC1	-6	17

Additional structures.
item	SMILES	M18AAP inhibitor	OXTR potentiator	OXTR agonist	GalR3 antagonist	MEKK2mut PB1 HTS	GPR7 antag	V1R ag counter	NALP1 inh	MEKK2wt PB1 HTS
41	COc1cc(NC(=O)c2cccnc2)ccc1-c1cc2ccccc2oc1=O	7	-5	1.0	-1	1	-13	1.8	16	106
42	CC1CC(C)CN(S(=O)(=O)c2ccc(C(=O)NN3CCOCC3)cc2)C1 (stereo not drawn)	-12	1	-0.6	-3	nt	6	1.1	0	nt
43	Cc1ccc(-c2cc(C(=O)N3CC4(C)CC3CC(C)(C)C4)no2)cc1 (stereo not drawn)	-3	-11	0.2	0	0	-20	0.0	3	99
44	O=C(Nc1ccc(Nc2ccccc2)cc1)c1ccc(Cl)cc1[N+](=O)[O-]	nt	-2	-0.7	5	nt	nt	0.7	nt	nt
45	CCCC[C@@H]1C=C(C(=O)O)[C@H](c2ccc(Br)cc2)N1S(=O)(=O)c1ccc(C)cc1	nt	2	0.8	-5	nt	nt	0.7	nt	nt
46	CC(=O)Nc1ccc(NC(=O)/C(Cl)=C/c2ccccc2)cc1	-1	-5	3.5	-1	-4	-2	2.5	-5	98
47	O=C(Nc1ccc(F)cc1)OCCN1CCN(Cc2ccccc2)CCC1=O	-8	-5	2.4	1	-2	-16	12	30	2.0*[inhibitor]
48	Cc1cc(C)n2nc(CNS(=O)(=O)c3c(F)c(F)c(F)c(F)c3F)nc2n1	3	-6	-0.5	-6	2	-8	0.0	-12	98
49	Cc1ccc(NC(=O)N2CCN(c3ccccn3)CC2)cc1	-1	2	0.3	-6	-2	-12	0.4	16	98
50	COc1ccc(NC(=O)CCCN2C(=O)C3C4C=CC(C4)C3C2=O)c(OC)c1 (stereo not drawn)	8	-1	0.8	-5	2	-12	0.6	12	102
51	O=C(Cc1c(Cl)cccc1Cl)Nc1ccncc1Cl	1	-11	1.9	-4	-5	-7	12	18	102
52	COc1ccc(/C=C/C(=O)NCC(=O)N/N=C/c2cc(Br)ccc2OC)cc1	-4	-7	0.4	-2	91*	4	2.6	-5	105
53	O=C(NCc1ccccc1Cl)C(=O)NCC1OCCCN1S(=O)(=O)c1cccs1 (stereo not drawn)	0	-7	0.4	-2	3	-6	2.5	17	105
54	CCc1ccc2nc3nc(C)cc(C)c3c(N)c2c1	-1	-2	-2.0	-4	5	10	0.1	12	109
55	O=c1cc(C(F)(F)F)nc(-n2[nH]c3c(c2=O)CCCC3)[nH]1	24	-7	2.8	-2	4	-4	3.7	1	106
56	COc1ccc(/C=C/C2=CCN(Cc3ccc(OC)cc3)CC2)cc1	3	-11	5.5	-12	-12	-3	5.0	10	101
57	NC(=O)c1ccccc1NS(=O)(=O)c1cccs1	1	0	0.8	-1	0	-1	0.4	-7	108
58	COC(=O)c1c(NC(=O)c2ccc(N(C)S(=O)(=O)c3ccc(C)cc3)cc2)sc2c1CCCC2	-14	-3	-0.6	5	-1	0	-0.2	27	96
59	COc1cc2[nH]c3c(N4CCC(C(N)=O)CC4)ncnc3c2cc1OC	5	-22	-0.1	nt	nt	-14	-0.3	-4	nt
60	COc1ccc(C(=O)COC(=O)CNC(=O)c2cc(OC)cc(OC)c2)cc1	4	-1	-1.9	-4	-1	-4	0.4	29	108
61	CC(Oc1ccc(Cl)cc1Cl)c1nc(-c2ccc(NC(=O)c3ccco3)cc2)no1 (stereo not drawn)	0	-8	0.1	-3	-2	-6	1.1	21	115

Four entries picked at random from the list so far, as already listed:
item	SMILES	M18AAP inhibitor	OXTR potentiator	OXTR agonist	GalR3 antagonist	MEKK2mut PB1 HTS	GPR7 antag	V1R ag counter	NALP1 inh	MEKK2wt PB1 HTS
43	Cc1ccc(-c2cc(C(=O)N3CC4(C)CC3CC(C)(C)C4)no2)cc1 (stereo not drawn)	-3	-11	0.2	0	0	-20	0.0	3	99
53	O=C(NCc1ccccc1Cl)C(=O)NCC1OCCCN1S(=O)(=O)c1cccs1 (stereo not drawn)	0	-7	0.4	-2	3	-6	2.5	17	105
51	O=C(Cc1c(Cl)cccc1Cl)Nc1ccncc1Cl	1	-11	1.9	-4	-5	-7	12	18	102
59	COc1cc2[nH]c3c(N4CCC(C(N)=O)CC4)ncnc3c2cc1OC	5	-22	-0.1	nt	nt	-14	-0.3	-4	nt
